Screening data: PubChem BioAssay, Johns Hopkins Ion Channel Center
CHT inh: inhibitors of human choline transporter CHT. CHT-expressing cells, membrane potential dye, choline response; stronger effect = lower value. B-score at 10 µM. hit rate 0.86% among 310,000. AID 488975;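 active = B-score over 3 SD under the library average, and starting fluorescence ratio not unusually high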;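 also: choline stimulus applied at its EC90 after an EC20 pre-addition; B-score computed on integrated fluorescence ratio after choline addition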
Target sequence (Q9GZV3 whole entry, looked up): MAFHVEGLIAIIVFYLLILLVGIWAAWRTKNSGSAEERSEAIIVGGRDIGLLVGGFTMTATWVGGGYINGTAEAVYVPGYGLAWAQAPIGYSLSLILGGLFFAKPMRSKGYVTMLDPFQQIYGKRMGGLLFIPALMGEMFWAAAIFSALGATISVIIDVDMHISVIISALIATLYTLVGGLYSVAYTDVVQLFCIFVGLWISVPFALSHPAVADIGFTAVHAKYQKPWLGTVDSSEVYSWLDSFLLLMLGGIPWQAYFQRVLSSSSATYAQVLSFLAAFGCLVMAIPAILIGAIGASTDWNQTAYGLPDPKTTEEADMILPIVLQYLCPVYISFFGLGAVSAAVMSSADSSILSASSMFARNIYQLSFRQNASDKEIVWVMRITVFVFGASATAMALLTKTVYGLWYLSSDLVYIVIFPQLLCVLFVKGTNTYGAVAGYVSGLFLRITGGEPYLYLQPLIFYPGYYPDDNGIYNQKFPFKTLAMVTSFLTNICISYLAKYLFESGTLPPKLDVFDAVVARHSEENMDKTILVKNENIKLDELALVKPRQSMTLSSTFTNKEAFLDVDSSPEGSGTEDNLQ
CHT allo act: allosterically activates the human high affinity choline transporter; CHT-expressing cells, membrane potential dye, choline EC20; stronger effect = higher value; LV-AA mutant CHT in HEK293 cells; B-score at 10 µM; Q9GZV3; hit rate 0.49% among 310,000; AID 488977;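 active = initial fluorescence not abnormally high and integrated response B-score, plate-corrected, over 3 SD above library mean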
Active calls of the source: *; i = inactive.

canonical_smiles,CHT inh,CHT allo act
O=C(CCC(=O)N(CC(=O)NC1CCCC1)Cc1ccccc1)Nc1nccs1,i,i
Cc1ccc(S(=O)(=O)NCCCNc2ccc([N+](=O)[O-])cc2)cc1,i,i
CSc1ccc(/C=C/C(=O)c2c(O)cc(C)oc2=O)cc1,i,i
Cc1ccc(C)c(NC(=O)CN2C(=O)CC(C)S(=O)(=O)c3ccccc32)c1 (stereo not given),i,i
O=C(CN1CCN(c2ccccn2)CC1)Nc1cccc(Br)c1,i,i
CCOc1ccc(/C=N/OCC(=O)NC(c2ccccc2)c2ccccc2)cc1,i,i
COCC(=O)Nc1cc(C)cn(Cc2ccccc2Cl)c1=O,i,i
COc1cc(C)nc(Nc2nc(C)c(C(C)=O)s2)n1,i,i
COC(=O)c1ccccc1NC(=S)N1CCC(N2CCCCC2)CC1,i,i
NC(=O)CSc1nnc2n(-c3ccccc3)c(=O)c3c4c(sc3n12)CCCCC4,i,i
COc1ccc(-n2ncc3c2CC(C)(C)CC3NC(=O)CCC2=NNC(=O)CC2)cc1 (stereo not given),i,i
FC(F)(F)c1cccc(/C=N/NC(=S)NC2CCCCC2)c1,i,i
OC1(c2cccc(C(F)(F)F)c2)CCN(Cc2nnnn2Cc2ccccc2)CC1,i,i
C=CCN(C(=O)Nc1ccc(F)cc1)C1CC(=O)N(c2ccc(OC)cc2)C1=O (stereo not given),i,i
COc1ccc(-c2cc3cc(OC)c(OC)cc3c(C)n2)cc1C,i,i
COc1cccc(CNC(=O)N2CCN(S(=O)(=O)c3ccc(Cl)cc3)CC2)c1,i,i
Cc1cc(C(=O)OCC(=O)N2CCOCC2)ccc1[N+](=O)[O-],i,i
S=c1[nH]nc(Cc2cccs2)n1-c1ccccc1Cl,i,i
COc1ccccc1NC(=O)Cn1nc(-c2ccncc2)nc1SCC(=O)NC1CCCC1,i,i
CCOc1ccccc1NC(=O)C1CCN(c2nc(-c3ccc(OC)cc3)no2)CC1,i,i
O=C(OCN1C(=O)c2ccccc2C1=O)c1cccc(OC(F)F)c1,i,i
O=C(Cn1c(=O)n(CCc2c[nH]c3ccccc23)c(=O)c2cccnc21)Nc1ccccc1F,i,i
CCOCCCNC(=O)C(c1ccccc1)N(Cc1cccs1)C(=O)CNC(C)=O (stereo not given),i,i
Cc1cccc(-n2c(=S)[nH]c3nc4c(cc3c2=O)COC(C)(C)C4)c1,i,i
CN(C)c1ccc(C(=O)Nc2nc3c(s2)CCCC3)cc1,i,i
COc1ccc(CNC(=O)CSCc2cnn(-c3ccccc3)c2-n2cccc2)cc1,i,i
COc1ccc2ccccc2c1CN(C)Cc1ccccc1,i,i
O=C(Nc1ccc(F)cc1)c1ccc(Cn2cnnn2)cc1,i,i
CCN(C(=O)COC(=O)c1cc(-c2ccc(C)o2)nc2ccccc12)C1CCS(=O)(=O)C1 (stereo not given),i,i
CCOC(=O)c1oc2cccc(O)c2c1CN1CCOCC1,i,i

Given as labelled records: 4 of the compounds above
O=C(CCC(=O)N(CC(=O)NC1CCCC1)Cc1ccccc1)Nc1nccs1
- CHT inh = i
- CHT allo act = i

Cc1ccc(S(=O)(=O)NCCCNc2ccc([N+](=O)[O-])cc2)cc1
- CHT inh = i
- CHT allo act = i

CSc1ccc(/C=C/C(=O)c2c(O)cc(C)oc2=O)cc1
- CHT inh = i
- CHT allo act = i

Cc1ccc(C)c(NC(=O)CN2C(=O)CC(C)S(=O)(=O)c3ccccc32)c1 (stereo not given)
- CHT inh = i
- CHT allo act = i

Remaining list, next part
canonical_smiles,CHT inh,CHT allo act
COC(=O)c1sc2ncn(CC(=O)N(C)C3CCCCC3)c(=O)c2c1C,i,i
CC(C)(C)c1nn2cnnc2n(/N=C/c2ccc(O)cc2)c1=O,i,i
Cc1noc(C)c1COC(=O)COc1ccc(-c2ccccc2)cc1,i,i
O=C(NCc1ccccn1)Nc1cc(Cl)cc(Cl)c1,i,i
c1ccc2c(Nc3nc4c(s3)CCCC4)cccc2c1,i,i
COc1ccccc1C(=O)NC(CCSC)C(=O)OCC(=O)c1ccc[nH]1 (stereo not given),i,i
O=C(O/N=C\c1ccc(N2CCCCC2)c([N+](=O)[O-])c1)c1c(F)cccc1F,i,i
Cc1ccc(CSc2nnc3nc(C)cc(C)n23)cc1,i,i
COc1ccc(-c2nnnn2C(C)C)cc1,i,i
CCCn1c(=S)[nH]c2sc3c(c2c1=O)CCCC3,i,i
CCc1ccc(CN2CCC(n3nccc3NC(=O)c3ccc4c(c3)OCO4)CC2)cc1,i,i
CCN(CC)C(=O)CSc1nc2[nH]ncc2c(=O)[nH]1,i,i
CCn1nc(NS(=O)(=O)c2ccc(F)cc2)c2cc3cccc(C)c3nc21,i,i
O=C(Cc1ccccc1F)Nc1ccc2c(c1)CCC2,i,i
O=S(=O)(c1ccc(F)cc1)N1CCc2ccccc2C1,i,i
Oc1ccc(Nc2ncnc3scc(-c4ccccc4)c23)cc1,i,i
CSc1nc2ccc(NC(=O)c3cc4ccccc4o3)cc2s1,i,i
CC(C)(C)OC(=O)N[C@@H](Cc1ccccc1)C(=O)N1CCC(C(=O)O)CC1,i,i
COC(=O)c1ccc(NC(=O)Nc2ccc3c(c2)OCO3)cc1,i,i
COc1ccc(S(=O)(=O)N2CCN(C/C=C/c3ccccc3)CC2)cc1F,i,i
COc1cc(OC)cc(C(=O)NCC(=O)N2CCCCC2)c1,i,i
COc1ccc([N+](=O)[O-])cc1NC(=O)c1ccc(Br)s1,i,i
CCC/C(=N\NC(=O)c1csc(C)c1C)c1cccs1,i,i
Cn1ccnc1Sc1ccccc1[N+](=O)[O-],i,i
CC(=C/c1ccccc1)/C=N/N1CCN(Cc2ccc(C)cc2)CC1,i,i
CCCCC(=O)Nc1nnc(C2=COCCO2)o1,i,i
COc1ccc2nc(NC(=O)CSc3n[nH]c(N)n3)sc2c1,i,i
O=C(Cc1c(F)c(F)c(F)c(F)c1F)Nc1nc(-c2ccccc2)cs1,i,i
O=C(CC1SC(N2CCOCC2)=NC1=O)Nc1cc([N+](=O)[O-])ccc1Cl (stereo not given),i,i
NS(=O)(=O)c1ccc(C(=O)Nc2ccc(-c3nc4cccnc4s3)cc2)cc1,i,i
CC(=O)Oc1c(Cl)c(N2CCOCC2)c(OC(C)=O)c2ccccc12,i,i
CCC(C(=O)NN1C(=O)c2ccccc2C1=O)c1ccccc1 (stereo not given),i,i
O=c1[nH]c2ccccc2nc1/C=C/c1ccc(Cl)cc1,i,i
O=C(Cn1cnc2c(nnn2-c2cccc(Cl)c2)c1=O)N1CCOCC1,i,i
CC1(C)C(=O)Nc2ccccc2N1C(=O)CSc1ncccn1,i,i
Cc1n[nH]c(=O)nc1NC1CCCCC1,i,i
Cc1cccc(N(CC(=O)N/N=C/c2ccc(C(=O)O)cc2)S(=O)(=O)c2ccccc2)c1C,i,i
Cc1sc(NC(=O)CSc2nnc(-c3ccc(F)cc3)o2)c(C#N)c1C,i,i
COc1ccc(-c2cnnn2-c2ccc(NC(=O)c3ccco3)cc2)cc1OC,i,i
O=C(Nc1ccccc1C(=O)Nc1ccccc1C(=O)O)c1ccccc1,i,i
CC/C(=N\Nc1ccnc2cc(Cl)ccc12)c1ccc(O)cc1,i,i
CC(=O)c1cccc(NC(=O)CCC2CCCC2)c1,i,i
O=C(Nc1nnc(C2=COCCO2)o1)c1ccc(S(=O)(=O)N2CCCC2)cc1,i,i
COc1ccc(C(=O)ON=C2C=C(C)C(=O)C(C)=C2)cc1,i,i
NS(=O)(=O)c1cccc(NC(=O)COC(=O)COc2ccc3ccccc3c2)c1,i,i
Cc1cc2cc(C#N)c(NCCNC(=S)NCCCN3CCOCC3)nc2cc1C,i,i
Cc1[nH]c2ccccc2c1/C=N/Nc1nc2ccccc2[nH]1,i,i
CCN=C(N/N=C/c1ccc([N+](=O)[O-])cc1)SC,i,i
CC(Nc1cc(N2CCN(S(=O)(=O)N(C)C)CC2)ccc1[N+](=O)[O-])c1ccccc1 (stereo not given),i,i
CC1CC(C)CN(S(=O)(=O)c2ccc3c(c2)CC(C)N3C(=O)C2CC2)C1 (stereo not given),i,i
O=C(/C=C/c1cccc(Cl)c1)c1ccc([N+](=O)[O-])o1,i,i
O=[N+]([O-])c1cc([N+](=O)[O-])c(N2CCOCC2)cc1NCc1ccccc1,i,i
CCCCCOC(=O)CSc1nc2c(c(=O)[nH]c(=O)n2C)n1Cc1ccc(Cl)cc1,i,i
N#Cc1nc(COc2ccccc2Cl)oc1NCc1ccc(F)cc1,i,i
CCN=C1SC(CC(=O)Nc2sc3c(c2C#N)CCCC3)C(=O)N1CC (stereo not given),i,i
CCOc1cccc(OCCNC2CCCC2)c1,i,i
Cc1c(CC(=O)NCC(=O)NCC(=O)O)c(=O)oc2cc3c(cc12)CCC(C)(C)O3,i,i
CCOc1ccc(N2C(=O)CC(SCC(=O)O)C2=O)cc1 (stereo not given),i,i
CCOc1cccc(/C=N/NC(=S)Nc2cc(S(=O)(=O)N3CCOCC3)ccc2N2CCOCC2)c1O,i,i
c1ccc(-c2noc(-c3ccc4ccccc4c3)n2)cc1,i,i

Remaining list, next part:
canonical_smiles,CHT inh,CHT allo act
C[N+]1(C)CC2([N+](=O)[O-])CC=C(Oc3ccccc3)C([N+](=O)[O-])(C2)C1 (stereo not given),i,i
Cc1ccc(-n2nc(C)c(C3(O)C(=O)N(C(C)C)c4ccccc43)c2N)cc1 (stereo not given),i,i
COC(=O)c1ccc(Oc2nc(C(N)=O)cc(-c3ccccc3)n2)cc1,i,i
Cc1cc(-c2ccccc2)nc(N/N=C/c2ccc(N(C)C)cc2)n1,i,i
NC(=O)c1ccsc1NC(=O)c1ccc(S(=O)(=O)N2CCCc3ccccc32)cc1,i,i
O=C(NC1CC1)C1CCCN(C(=O)Nc2ccc(F)cc2)C1 (stereo not given),i,i
N#CC(C#N)=C(Nc1ccc(F)cc1)SCc1cccc(F)c1,-5.8*,i
S=C(Nc1ccccc1Cl)NC1CCN(Cc2ccccc2)CC1,i,i
Cc1nnc(NC(=O)NCN2C(=O)C3C4C=CC(C4)C3C2=O)s1 (stereo not given),i,i
Cc1sc(NC(=O)CSc2nnc3scc(-c4ccccc4)n23)c(C#N)c1C,i,i
CC1=C(C(=O)Nc2ccccc2)C(c2cccs2)C(C#N)=C(SCC#N)N1 (stereo not given),i,i
CN(Cc1nccs1)C(=O)c1cc(COc2cccc3cnccc23)on1,i,i
O=C(CSc1nnc(Cn2c(=O)sc3ccccc32)n1CCc1ccccc1)N1CCOCC1,i,i
CCn1c(CSc2nc3ccccc3s2)nnc1SCC(=O)NCC(=O)OC,i,i
CCOC(=O)C1CCCN(c2c(Nc3ccc(C)c(C)c3)c(=O)c2=O)C1 (stereo not given),i,i
Cc1c([N+](=O)[O-])c(C(=O)Sc2ccc(Br)cc2)nn1C,i,i
Brc1ccc(Oc2nnnn2-c2ccccc2)cc1,i,i
Cc1ccc(Nc2nc(NCc3ccco3)c3ccccc3n2)cc1,i,i
CCOC(=O)Cc1csc(NC(=O)c2ccoc2C)n1,i,i
O=C(COC(=O)c1ccc[nH]c1=O)NC1CCCc2ccccc21 (stereo not given),i,i
Cc1cc(Sc2nc(NC(C)(C)C)nc(N3CCOCC3)n2)nc(Cl)n1,i,i
Cc1ccccc1OCC(=O)NNC(=O)c1ccc(-c2ccccc2)cc1,i,i
COc1ccccc1NC(=O)CC(c1ccc(OC(C)C)cc1)c1ccccc1OC (stereo not given),i,i
COc1ccc(C(=O)/C=C/N(C)C)cc1OC,i,i
O=S(=O)(NC1CCCCC1N1CCC(O)CC1)c1ccc(Cl)cc1 (stereo not given),i,i
COc1cc(NC(=O)C2CCC(CNc3c(N4CCCCC4)c(=O)c3=O)CC2)cc(OC)c1 (stereo not given),i,i
CCS(=O)(=O)c1nc(S(=O)(=O)c2ccc(C)cc2)c(N2CCC3(CC2)OCCO3)s1,i,i
N#Cc1ccsc1NC(=O)c1cccc(-n2cnnn2)c1,i,i
CC(=O)Nc1cccc(C(=O)OCC(=O)NCc2cc(C)c(O)c(C)c2)c1,i,i
CC(=O)N1CCCc2cc(S(=O)(=O)N3CCCC(C(=O)Nc4ccc(C)cc4C)C3)ccc21 (stereo not given),i,i
Cc1ccc(S(=O)(=O)N2CCCCC2)cc1NC(=O)Nc1ccc(Cl)cc1Cl,i,i
O=C(O)CCCN1C(=O)C(=O)/C(=C(/O)c2ccccc2)C1/C=C/c1ccccc1 (stereo not given),i,i
Cc1onc(-c2ccccc2)c1C(=O)Nc1ccccc1N1CCOCC1,i,i
COc1ccc(NC(=S)N2CCN(Cc3ccccc3)CC2)c(OC)c1,i,i
COc1ccc([C@@H]2CC=C(C(=O)O)[C@H](c3ccccc3)N2S(=O)(=O)c2ccccc2C)cc1,i,i
CCOC(=O)c1cnc2ccc(C)cc2c1Sc1ccccc1,i,i
CCCn1c(N)c(C(=O)COc2ccc(Br)cc2F)c(=O)n(C)c1=O,i,i
Cc1ccc2c(CN(C)Cc3ccc(Cl)cc3Cl)cc(=O)oc2c1,i,i
Cc1ccc(NC(=O)CSCC(=O)Nc2ccc(S(=O)(=O)N3CCCC3)cc2)cc1,i,i
COc1ccc(OC)c(/C=C/c2ccc3cccc(O)c3n2)c1,i,i

Compounds were not picked by outcome. About 1.4% of those tested had a hit in this group.
